Screens deposited in PubChem BioAssay by The Scripps Research Institute Molecular Screening Center.
phage Ecoli inh: E. coli growth loss with phage present. growth absorbance. inhibition, % at 11.9 µM. hit rate 0.26% among 360,000. AID 651602; in the data active means inhibition above about 11%
Starred values were filed as active, the others as inactive. Only part of the results is shown, so the mix of outcomes need not match the whole.

smiles	phage Ecoli inh
O=C(NCc1ccccc1)c1cc(C2COCCN2C(=O)c2ccc3c(c2)CCO3)on1 (stereo unspecified)	1.8
CC(C)(C)NC(=O)C1c2ccccc2OCC(=O)N1Cc1ccccn1 (stereo unspecified)	1.7
CN(C)C1CN(Cc2cn(Cc3cccc(C(F)(F)F)c3)nn2)S(=O)(=O)C1 (stereo unspecified)	0.9
N#CCCN(Cc1ccccc1)C(C(=O)NC1CCCCC1)c1cc2ccccc2o1 (stereo unspecified)	2.4
Cc1ccc(S(=O)(=O)NC(=O)C2(C)CCN2C(=O)C2(c3ccc(Cl)cc3)CCC2)nc1 (stereo unspecified)	0.0
Cc1ccc(F)cc1C(=O)N1CCCC(C)(C(=O)NS(=O)(=O)C2CC2)C1 (stereo unspecified)	1.5
COC(=O)[C@]12CCCCC=C1N(CCC1=CCCCC1)C(=O)[C@H](CC(=O)N1CCN(C(=O)c3ccco3)CC1)C2	-0.4
COc1ccc(NC(=O)C2Cc3c(-c4cccc(C(C)=O)c4)ccnc3O2)cc1 (stereo unspecified)	2.0
COc1cccc(-c2cc(NC=O)c3ncc(-c4ccc(OC)c(OC)c4)n3c2)c1	2.9
O=C(N[C@H](Cc1ccccc1)C(=O)NCc1ccc2c(c1)OCO2)[C@H]1O[C@@H](n2ccc(=O)[nH]c2=O)[C@H](O)[C@@H]1O	2.2
Nc1ccn([C@@H]2O[C@H](C(=O)Nc3ccc(C(=O)N4CCCCC4)cc3)[C@@H](O)[C@H]2O)c(=O)n1	2.6
OC[C@@H]1CN(Cc2ccc(F)cc2)C[C@H](n2cnc3c(NC4CC4)ncnc32)O1	2.6
Cn1cc(-c2ccc3c(c2)OCO3)c2ccccc21	2.7
COC(=O)c1cc(S(=O)(=O)NCC2CCN(C(=O)C(=O)c3cc4ccccc4o3)CC2)cs1	2.1
C/C=C/c1cccc(-c2nc(C(=O)N3CCOCC3)cc3c2[C@@H](CCO)N(C(=O)NC(C)C)C3)c1	1.4
Cc1cccc(C)c1NC(=O)C1(C)CN(S(C)(=O)=O)CC(=O)N1CCc1ccccc1F (stereo unspecified)	1.2
COC(=O)Cc1nnn2c1[C@H](C)[C@@H](OC)c1cccc(Cl)c1-2	2.7
CCCCNC(=O)C(NC(=O)Cc1cc(C(F)(F)F)cc(C(F)(F)F)c1)C(=O)c1ccccc1 (stereo unspecified)	0.6
C#Cc1ccc(NC(=O)C2(C)CCN2C(=O)Cc2ccc(-c3ccccc3)cc2)cc1 (stereo unspecified)	3.0
COc1ccc(C(C(=O)Nc2ccc(F)cc2)N2CCN(C(=O)c3ccco3)CC2)cc1 (stereo unspecified)	1.6
CCOC(=O)C1CCCN(C(=O)c2cccs2)CC1 (stereo unspecified)	2.8
CCCS(=O)(=O)NC(=O)C1(C)CCN(C(=O)c2ccccc2F)C1 (stereo unspecified)	-0.3
CC(C)NC(=O)C1(C)CCCN1Cc1csc2ccccc12 (stereo unspecified)	2.7
COC(=O)C1=C(C)N(C)C(=NCc2ccc3c(c2)OCO3)NC1c1cccc(F)c1 (stereo unspecified)	1.8
Cc1cccc(C)c1NC(=O)C1(C)CCC(=O)N1CCc1c[nH]c2ccccc12 (stereo unspecified)	1.2
CC(C)(C)c1ccc(S(=O)(=O)NC(=O)C2(C)CCN2C(=O)CC2CCCCC2)cc1 (stereo unspecified)	0.2
CCOC(=O)N1CCN(C(=O)C[C@H]2C[C@@]3(C(=O)OC)C(=C[C@H](C4CCCC4)O[C@@H]3C)N(Cc3ccccc3)C2=O)CC1	-1.5
C=CCCN1[C@@H](Cc2ccccc2)COc2ccccc2S1(=O)=O	2.0
CCOC(=O)C1(C)CCN1C(=O)COc1ccccc1 (stereo unspecified)	3.1
O=C(NC1CCCCC1)C1c2ccccc2OCC(=O)N1CCCN1CCOCC1 (stereo unspecified)	-0.6
C[C@H](O)[C@@H]1C(=O)N2CCc3c([nH]c4c(-c5ccccc5)cccc34)[C@@H]2C[C@@H]1N(C)C(=O)/C=C/c1ccccc1	1.7
CCCCN(C)C(=O)c1sc(=O)n(Cc2cc(Cl)ccc2OC)c1C	1.8
CC(C)(C)C(=O)c1c(N)[nH]c(C(=O)c2ccccc2)c1-c1ccc(Br)cc1	1.4
CCCCN(C=O)c1c(CC)nc2ccc(C(=O)N3CCN(C(=O)c4ccco4)CC3)cn12	3.1
Cc1cccc2ccccc12	2.7
CNc1nc(NCCOc2ccccc2Cl)c2sccc2n1	1.6
CCOC(=O)C1=C[C@@H](CC)N(S(=O)(=O)c2ccc(C)cc2)[C@H]1c1cccs1	0.4
OC(CCl)CCl	2.3
Cc1c(C(=O)NCc2cccc(C(F)(F)F)c2)sc(=O)n1Cc1ccc(C(=O)N(C)C)cc1	2.7
O=C(NCc1cccc(C(F)(F)F)c1)c1csc(COCCO)n1	3.0
CCc1c(-c2ccc(Cl)cc2)ncn1Cc1cccc(-c2ccccc2)c1	0.5
CC1(C(=O)NCc2ccco2)Cc2c(-c3ccccc3)ccnc2O1 (stereo unspecified)	2.7
O=c1[nH][nH]c2c1[C@H](c1ccc(F)cc1)O[C@H](C1CCCCC1)C2	2.5
C[C@H]1COc2cc(NCCO)ccc2S(=O)(=O)N1	3.8
COc1ccc(F)cc1-c1cc(C(=O)NCc2cc(C(F)(F)F)cc(C(F)(F)F)c2)[nH]n1	0.8

2 entries drawn at random from the list so far:
smiles	phage Ecoli inh
COc1ccc(F)cc1-c1cc(C(=O)NCc2cc(C(F)(F)F)cc(C(F)(F)F)c2)[nH]n1	0.8
CNc1nc(NCCOc2ccccc2Cl)c2sccc2n1	1.6

Further compounds:
smiles	phage Ecoli inh
Cc1c(C(=O)NCc2ccc(F)cc2)sc(=O)n1Cc1ccc(Cl)c(Cl)c1	2.0
COC(=O)c1cc2c(c3c4cc(F)ccc4n(S(=O)(=O)c4ccc(C)cc4)c13)C(=O)N(Cc1ccccc1)C2	1.6
O=S(=O)(c1ccc(F)cc1)N1CCCc2nc(-c3ccc(F)cc3)ccc21	3.3
COCCN1Cc2cc(C(=O)OC)c3c(c2C1=O)c1cc(F)ccc1n3S(=O)(=O)c1cccc(C)c1	0.4
CCc1nc2ccc(C(=O)N3CCC(O)(Cc4ccccc4)CC3)cn2c1N(C)C(=O)Cc1ccccc1	1.7
O=C1Nc2ccccc2-n2nnnc2C1N1CCN(c2ccc(C(F)(F)F)cc2[N+](=O)[O-])CC1 (stereo unspecified)	3.3
CCC(C(=O)NC(C)(C)C)n1c(C(c2ccccc2)c2ccccc2)nc2ccccc21 (stereo unspecified)	-0.8
CC(=O)Nc1cc2oc3ccccc3c2cc1[N+](=O)[O-]	0.5
COc1ccc(Nc2c(CC(C)C)nc3nc(C)cc(C)n23)cc1	0.9
COC(=O)c1cc2c(c3c4cc(F)ccc4n(S(=O)(=O)c4ccc(C)cc4)c13)C(=O)N(Cc1ccc(N(C)C)cc1)C2	0.8
C(=C\c1ccccc1)/CN1CCN(C(c2ccnc3ccccc23)c2nnnn2C2CCCC2)CC1 (stereo unspecified)	0.6
CCCCN1C(=O)C(CC(=O)NC(c2ccccc2)c2ccccc2)CC(C(=O)N2CCCCCC2)=C1C (stereo unspecified)	1.0
CC1C(O)=C(c2ccccc2)P(=O)(Cc2ccccc2)C1C (stereo unspecified)	3.3
CC1(C(=O)NS(=O)(=O)c2ccc3ccccc3c2)CCN1C(=O)Cc1ccc(-c2ccccc2)cc1 (stereo unspecified)	1.6
CCOC(=O)c1cc2ccccc2n1C1CCN(CCc2ccccc2)CC1	1.8
Clc1ccc2nc(C3CCCCC3)c(CC3CCCCC3)n2c1	2.6
CCCCNC(=O)C1(C)CCN1C(=O)c1ccc2c(c1)CCO2 (stereo unspecified)	1.9
COCc1cccc(-c2csc(C(C)(O)c3ccccc3)n2)c1 (stereo unspecified)	2.3
C=C1C(=O)[C@]23C[C@H]1CC[C@H]2[C@]1(C)[C@@H](OC(C)=O)CC[C@@](C)(C(=O)OC)[C@H]1C[C@@H]3OC(C)=O	3.6
CC(C)Nc1ncnc2c1ncn2[C@H]1CN(Cc2cccnc2)C[C@@H](CO)O1	4.5
CCc1nc2c(OCCn3cccc3)cccn2c1N(C)C(=O)c1cccs1	-0.3
CC(C)(C)n1nnnc1C(CCc1ccccc1)N1CCN(C/C=C/c2ccccc2)CC1 (stereo unspecified)	4.5
COc1ccc(C(NC(=O)C2CCN(C/C=C/c3ccc(OC(C)=O)c(OC)c3)CC2)c2ccccn2)cc1 (stereo unspecified)	2.7
CC1(C(=O)NS(=O)(=O)c2ccc(Br)cc2)CCN1C(=O)CCc1cccs1 (stereo unspecified)	0.6
C#Cc1cccc(Nc2nc(NCCOC)nc3ccsc23)c1	3.8
COc1ccc(C(O)c2ncc(-c3cccc(OC)c3)[nH]2)cc1 (stereo unspecified)	2.3
NC1=NC2(CS1)CSC(N)=N2	2.6
O=C(NCc1ccc(F)cc1)c1cc(C2CCCCN2C(=O)c2ccc(Cl)cc2)on1 (stereo unspecified)	2.3
CC1(C(=O)NCc2cccc(Cl)c2)Cc2c(-c3cccc(C(N)=O)c3)ccnc2O1 (stereo unspecified)	2.6
CC1(C)OC(=O)C2=C(C[C@@H](C3CCCC3)O[C@H]2c2ccc(Cl)cc2)O1	2.6

An excerpt of these results, with the structure last.
phage Ecoli inh	canonical_smiles
2.3	COc1ccc(C(O)c2ncc(-c3cccc(OC)c3)[nH]2)cc1 (stereo unspecified)
2.6	CC1(C)OC(=O)C2=C(C[C@@H](C3CCCC3)O[C@H]2c2ccc(Cl)cc2)O1
2.3	O=C(NCc1ccc(F)cc1)c1cc(C2CCCCN2C(=O)c2ccc(Cl)cc2)on1 (stereo unspecified)
1.9	CCCCNC(=O)C1(C)CCN1C(=O)c1ccc2c(c1)CCO2 (stereo unspecified)

Following part
smiles	phage Ecoli inh
OC[C@H]1O[C@@H](c2nc(-c3ccc(Br)cc3)no2)C[C@@H]1O	4.3
Cc1c(O)cnc2nn(-c3ccccc3)c(=N)n12	0.4
CCCCNC(=O)C1c2ccccc2OCC(=O)N1Cc1ccccn1 (stereo unspecified)	3.0
CC(=O)OC[C@@H]1CN(Cc2ccccc2)C[C@H](n2cnc3c(NCc4ccc(F)cc4)ncnc32)O1	1.9
O=C(NCc1ccncc1)[C@@H]1CCCN1C(=O)[C@@H]1CCCN1C(=O)c1c(F)cccc1F	-1.2
COc1cccc(CNC(=O)[C@@H]2CCCN2C(=O)[C@@H]2CCCN2C(=O)OC(C)(C)C)c1	3.8
CN(Cc1ccccc1)C(=O)Cn1nnc(-c2ccccc2)c1COc1ccccc1	1.0
CC(C)C[C@H]1CN(CCCC[C@H]2CNC(=O)C(=O)N2CCc2ccccc2)C(=O)C(=O)N1Cc1ccccc1	2.0
CCCCNC(=O)C1(C)CCN1C(=O)c1cc(-c2ccccc2)cs1 (stereo unspecified)	2.8
CC(C)(C)CNC(=O)c1cc2c(Br)ccc(Br)c2nc1N	1.7
COc1ccc(CC(=O)Nc2nc(OCC(F)(F)F)cnc2-c2ccc(Cl)cc2Cl)cc1	1.1
CC(C)=CCn1c2ccc(NC(=O)Nc3cccnc3)cc2c(=O)n1C	0.8
CC1(C(=O)NS(=O)(=O)c2ccc(C#N)cc2)CCN1C(=O)CCc1ccc(Cl)cc1Cl (stereo unspecified)	0.4
Cc1ccc2nc(-c3ccco3)c(Cc3ccccc3C(F)(F)F)n2c1	2.0
COc1ccc(-c2ccc(C(=O)NCc3ccc(F)c(F)c3)c3occc23)c(C)c1	1.4
CCOC1=C2[C@@H](CN(S(=O)(=O)c3ccccc3C)[C@H]2c2ccc(Cl)cc2)[C@H]2C(=O)NC(=O)[C@H]2C1	2.6
COCCCNC(=O)C[C@@H]1C[C@@]2(C(=O)OC)CC(C)(C)CC=C2N(Cc2ccccc2)C1=O	3.3
CC1=CC(C)(C)N2C(=O)C3(C(C#N)=C(N)OC4=C3C(=O)CC(C)(C)C4)c3cccc1c32 (stereo unspecified)	0.5
CC(=O)C1=CCC(c2ccc(C)o2)N(S(=O)(=O)c2ccc(C)cc2)C1 (stereo unspecified)	2.1
O=C(Nc1ccc(F)c(Cl)c1)c1cc(C2CCCCN2C(=O)CCCc2ccccc2)on1 (stereo unspecified)	0.2
CCCCCC[n+]1ccccc1/C=C/c1ccc(N(C)C)cc1	1.5
CC(C)NC(=O)OCc1c(COC(=O)NC(C)C)c([N+](=O)[O-])n2c1CCC2	1.1
CC1(Oc2cccc(C#N)c2)CCN(Cc2ccccc2OC(F)F)C1 (stereo unspecified)	0.7
CN1CCN(C(=O)c2cc3c(c(-c4cccc(C#CC(C)(C)O)c4)n2)[C@@H](CCO)N(S(=O)C(C)(C)C)C3)CC1 (stereo partly specified)	2.3
CC1(C(=O)NS(=O)(=O)c2cccc(C#N)c2)CCN1C(=O)Cc1cc(F)ccc1F (stereo unspecified)	4.0
Nc1[nH]c(C(=O)c2ccccc2)c(-c2ccccc2Br)c1C(=O)c1cccs1	0.2
NC(CCc1ccccc1)c1csc(NC(=O)Nc2cccc(C(F)(F)F)c2)n1 (stereo unspecified)	0.7
O=C(Nc1cccc2c1CCCC2)c1cc(C2CCCCN2C(=O)c2cccs2)on1 (stereo unspecified)	1.1
O=C(NCC[C@H]1CC[C@@H](NC(=O)C2CCC2)[C@@H](CO)O1)c1cc(Cl)cc(Cl)c1	4.3
COc1cccc(C(NC(C)=O)c2nc(/C=C/c3ccccc3)cs2)c1 (stereo unspecified)	2.4
Cc1cccc(C)c1Cn1c(C)c(C(=O)NCc2ccc(C#N)cc2)sc1=O	3.9

Compounds above containing a nitro group on carbon, in the order listed:
smiles	phage Ecoli inh
O=C1Nc2ccccc2-n2nnnc2C1N1CCN(c2ccc(C(F)(F)F)cc2[N+](=O)[O-])CC1 (stereo unspecified)	3.3
CC(=O)Nc1cc2oc3ccccc3c2cc1[N+](=O)[O-]	0.5
CC(C)NC(=O)OCc1c(COC(=O)NC(C)C)c([N+](=O)[O-])n2c1CCC2	1.1
